TDP1 cell CPT: DT40-hTDP1 cell growth loss with CPT; chicken DT40 Tdp1-/-;hTDP1 cells + 20 nM CPT, ATP luminescence, 48 h; Potency, µM (top dose mostly 46.2 µM), without a hit: top-dose activity change, negative = growth inhibition, hits mostly inhibitors; actives 12% (n = 420,000); also: nearly all actives have a fitted effect of over 55% in size
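Chicken DT40 Tdp1-/- cells complemented with human TDP1, 400 cells/well, exposed to compounds plus 20 nM camptothecin for at least 48 h at 37 C; viability read as ATP content by CellTiter-Glo luminescence.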
N370S GC: inhibits or activates N370S mutant glucocerebrosidase | P04062 | N370S GC spleen homogenate, 4MU-glucoside fluorescence | Potency, µM (titrated, usually from 59.4 µM), without a hit: at the highest dose activity change, negative = inhibition, actives largely listed as inhibitors | actives 0.092% (n = 330,000) | AID 2101;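 also: 0% = full enzyme activity and -100% = no enzyme basal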
FEN1 inhibitor: blocks human flap endonuclease 1 | Recombinant FEN1 flap cleavage, fluorescence, 15 min | Potency, µM (top dose mostly 114 µM), for the others: at the highest dose activity change, negative = inhibition, hits mostly inhibitors | actives 0.35% (n = 390,000) | AID 588795; also: nearly all actives have a fitted effect of over 65% in size
Target sequence (P39748 whole entry, looked up): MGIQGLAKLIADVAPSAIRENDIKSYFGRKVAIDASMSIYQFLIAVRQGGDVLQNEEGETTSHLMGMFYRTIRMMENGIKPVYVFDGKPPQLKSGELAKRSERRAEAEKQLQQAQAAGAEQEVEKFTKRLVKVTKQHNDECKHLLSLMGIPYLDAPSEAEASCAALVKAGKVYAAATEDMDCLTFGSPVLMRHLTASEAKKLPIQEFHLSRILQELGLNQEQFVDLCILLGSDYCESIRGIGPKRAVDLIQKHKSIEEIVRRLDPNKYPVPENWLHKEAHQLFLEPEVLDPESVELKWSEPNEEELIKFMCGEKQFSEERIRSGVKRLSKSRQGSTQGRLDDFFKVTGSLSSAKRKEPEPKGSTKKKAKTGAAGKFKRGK
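Quantitative HTS format: each compound was titrated, incubated with 10 nM nuclease for 15 min at room temperature, then challenged with flap substrate at 50 nM final. Signal change over 15 min gave concentration–effect curves.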
* marks the source's active call; other numbers are inactive results; ? = inconclusive; nt = no result given; & = joins results of further samples. Calls follow the shape of the dose curve; as a rule, active = well fitted curve in the direction sought with a large enough effect; inconclusive = small, poorly fitted or top-dose-only effect, or another doubt; inactive = no such curve, though single readings can be large; an effect the other way counts as inactive or inconclusive. Unless noted, % is scaled to controls: 0 for no effect and ±100 for the full control effect; potency is read from the fitted curve at half-maximal effect. The list is partial; rates above refer to the full screens.

SMILES	TDP1 cell CPT	N370S GC	FEN1 inhibitor
Cc1ccc(CNC(=O)C2CC(=O)N(c3ccc(OCC(=O)N4CCCC4)cc3)C2)cc1 (stereo not drawn)	5%	1%	-5%
O=C(Nc1nc(-c2ccccn2)cs1)c1cc2ccccc2o1	?	-14%	-11%
Cc1ccc(NC(=O)c2nc[nH]c2C(=O)NCCCCNC(=O)c2[nH]cnc2C(=O)Nc2ccc(C)cc2)cc1	?	nt	19%
C[C@@H]1NC(=O)c2cc([N+](=O)[O-])cc(I)c2NCCCC[C@@H](C(N)=O)NC(=O)[C@H](CC(N)=O)NC1=O	-4%	2%	12%
CC(C(=O)NCC1CCCCC1)N1CCc2ccccc2C1 (stereo not drawn)	-9%	-4%	1%
COc1ccc(C(=O)NCCn2cc(SCC(=O)Nc3cccc(C)c3)c3ccccc32)cc1	16µM*	nt	-9%
O=c1oc(/C=C/c2ccccc2)nc2sc3c(c12)CCC3	-13%	5%	7%
CCOC(=O)/C(C#N)=C\c1c(C)cc(C)c(COC(C)=O)c1C	-5%	-2%	-1%
Cc1noc(C)c1COC(=O)C1COc2ccccc2O1 (stereo not drawn)	7%	-7%	-15%
Cc1ccc(OCC(=O)Nc2cccc(-c3nnc(-c4ccccc4)o3)c2)cc1	16µM*	9%	1%
Cc1nnc(SCc2cccc3ccccc23)n(N)c1=O	?	-7%	4%
COc1cc(C(=O)Nc2ccc3nc(N4CCOCC4)sc3c2)cc(OC)c1OC	?	nt	?

Reprinted from the part before: four compounds; new compounds follow.
SMILES	TDP1 cell CPT	N370S GC	FEN1 inhibitor
Cc1noc(C)c1COC(=O)C1COc2ccccc2O1 (stereo not drawn)	7%	-7%	-15%
Cc1ccc(OCC(=O)Nc2cccc(-c3nnc(-c4ccccc4)o3)c2)cc1	16µM*	9%	1%
Cc1nnc(SCc2cccc3ccccc23)n(N)c1=O	?	-7%	4%
COc1cc(C(=O)Nc2ccc3nc(N4CCOCC4)sc3c2)cc(OC)c1OC	?	nt	?
CC(NC(=O)c1c(O)c2ccccc2[nH]c1=O)c1ccccc1 (stereo not drawn)	-8%	4%	-1%
COc1ccc(-c2csc(N(C)C(=O)c3cccs3)n2)cc1	10%	6%	-11%
Cc1ccccc1-c1nnc(SCC(=O)N(C)C2CCCCC2)o1	?	nt	0%
Cc1cccc(Oc2ccccc2N)c1	1%	2%	-3%
COc1ccc(NC(=O)NCCCN2CCCC2=O)c(OC)c1	-3%	0%	11%
Cc1ccc(CNC(=O)Cn2ccn(-c3cccc(Cl)c3)c(=O)c2=O)cc1	-28%	nt	17%
O=c1c(-c2ccccc2)nc2cnc(Oc3cccc(Cl)c3)nc2n1C1CC1	6%	1%	nt
COc1cccc(CNC(=O)c2ccccc2C(=O)NC(C)(C)C(=O)NCc2cccc(OC)c2)c1	1%	-8%	-14%
COc1ccc(C2=NNC(c3ccco3)=Nc3ccc(F)cc32)cc1	1%	0%	-14%
COc1ccc(C(=O)NNC(=O)c2ccccn2)cc1	-17%	7%	-3%
O=C1Nc2cc(Cl)c(Cl)cc2N(O)N1c1ccccc1Cl	-5%	3%	7%
CCCCOC(=O)Nc1ccc(N2CCOCC2)cc1	-5%	1%	7%
COc1cc(NC(=O)CCN2CCN(Cc3ccccc3)CC2)cc(OC)c1	-40%	-4%	1%
CCN1CCN(c2csc3ccc(Br)cc3c2=O)CC1	?	nt	-6%
COC(=O)c1cc(C#N)c(SCc2ccccc2)nc1C	7%	13%	-10%
COc1cccc(N2CCN(C(=O)c3cccc(NC(=O)c4nsc5ccccc45)c3)CC2)c1	?	nt	-13%
COc1ccc(NC(=O)Cn2c(=O)n(CC3CCCO3)c(=O)c3ccccc32)c(OC)c1 (stereo not drawn)	-4%&3%	11%	-1%&3%
CC(C)CCn1c(SC(C)C(=O)NC2CC2)nc2ccccc2c1=O (stereo not drawn)	-27%	-4%	3%
Cc1cn(CC(=O)NCCNc2ccc([N+](=O)[O-])cn2)c(=O)[nH]c1=O	13%	nt	-6%
Cc1ccc(S(=O)(=O)/N=C(/Nc2ccc([N+](=O)[O-])cc2)c2ccccc2)cc1	2%	?	-4%
Cc1ccc(Sc2ncccc2C(=O)NCC(c2ccc(F)cc2)N2CCOCC2)c(C)c1 (stereo not drawn)	15µM*	0%	0%
COc1ccccc1C(CNC(=O)c1ccc(C)c(S(=O)(=O)N2CCCCC2)c1)N1CCCC1 (stereo not drawn)	-15%	2%	-1%
CC(=O)OC1CC(OC(C)=O)[C@]2(C)C(CC(O)[C@]3(C)C2CC[C@@]2(C)C(c4ccoc4)OC(=O)C4O[C@]432)C1(C)C (stereo partly drawn)	-21%	-8%	nt
CCC(=O)c1cn(CC(=O)NCc2ccco2)c2ccccc12	19%	?	-1%
CCCC(=O)Nc1ccc(C(=O)N2CCCC2)cc1	-4%	16%	4%
CC(C)(C)NC(=S)N/N=C\c1ccc(-c2ccc([N+](=O)[O-])cc2)o1	9.2µM*	7%	-12%
COc1ccc(C)cc1S(=O)(=O)N1CCN(C/C=C/c2ccccc2)CC1	?	nt	-1%
O=C(COC(=O)c1ccc[nH]c1=O)Nc1cc(S(=O)(=O)N2CCCCCC2)ccc1Cl	0%	2%	5%
O=C(C1=C[C@H](c2ccc(C(F)(F)F)cc2)C[C@H](OCc2ccc(CO)cc2)O1)N1CCCCCCC1	?	6%	-7%
CCn1cc(C(=O)N2CCN(c3ccc(F)cc3)CC2)c2cc(OC)c(OC)cc2c1=O	-21%	1%	-11%
O=C1C2C3c4ccccc4C(c4ccccc43)C2C(=O)N1Cc1cccnc1 (stereo not drawn)	?	-23%	-5%
CCn1nc(C)cc1-c1nnc(Sc2ncc([N+](=O)[O-])s2)n1C	0.58µM*	-4%	-1%
COc1ccc(C=Nc2cccc3c(=O)[nH][nH]c(=O)c23)c2ccccc12	?	-1%	11%
CC(=O)NC12CC3CC(CC(CC(=O)O)(C3)C1)C2	-10%	3%	0%
CCOC(=O)Cc1c(Sc2ccccc2)c2cc(C)ccc2n1C	-1%	6%	-11%
Cc1nnc(SCC(=O)Nc2cccc(C(F)(F)F)c2)n1Cc1ccco1	-26%	-30%	-4%
CCS(=O)(=O)N1CCN(c2ccccn2)CC1	5%	-17%	9%
Clc1nc(-c2ccccc2)ncc1Oc1ccccc1	2%	nt	3%
c1cc2c(cc1-c1cnc3n1CCC3)OCCO2	18µM*	1%	-9%
CCOc1ccc(NCc2cccn2-c2nnc(N3CCC(C(=O)NCCOC)CC3)s2)cc1	?	nt	0%
O=S1(=O)c2ccccc2N(Cc2ccc(Cl)cc2)c2ccccc21	?	nt	4%
CN(C)C(=O)COC(=O)c1ccccc1OCC(=O)Nc1ccc(SC(F)F)cc1	?	?	3%
Cc1csc(=O)n1CCC(=O)OC(C)C(=O)Nc1ccc(N2CCOCC2)cc1 (stereo not drawn)	10%	nt	-2%
C=CCOC(=O)C1=C[C@H](c2cn(C(C)=O)c3ccccc23)[C@@H](CCCO)[C@H](OCC)O1	?	24%	-5%
COc1ccc(/C=N/OC/C(O)=C(\C#N)c2nc3ccccc3[nH]2)cc1OC	-1%	4%	-8%
CN1CCN(CCCNC(=S)Nc2ccc(F)c(Cl)c2)CC1	0%	-18%	12%
COc1ccc(Cl)cc1NC(=O)COC(=O)c1cc(NS(=O)(=O)c2cccs2)ccc1O	15%	8%	-30%
CCCN(Cc1cc2cc(OC)ccc2[nH]c1=O)C(=O)c1ccncc1	?	3%	-11%

Laid out differently: 3 of the compounds above.
Structure: CC(=O)OC1CC(OC(C)=O)[C@]2(C)C(CC(O)[C@]3(C)C2CC[C@@]2(C)C(c4ccoc4)OC(=O)C4O[C@]432)C1(C)C (stereo partly drawn)
  TDP1 cell CPT = -21% | N370S GC = -8% | FEN1 inhibitor = nt

Structure: Cc1ccc(NC(=O)c2nc[nH]c2C(=O)NCCCCNC(=O)c2[nH]cnc2C(=O)Nc2ccc(C)cc2)cc1
  TDP1 cell CPT = ? | N370S GC = nt | FEN1 inhibitor = 19%

Structure: Cc1ccc(CNC(=O)C2CC(=O)N(c3ccc(OCC(=O)N4CCCC4)cc3)C2)cc1 (stereo not drawn)
  TDP1 cell CPT = 5% | N370S GC = 1% | FEN1 inhibitor = -5%

(list continues)
SMILES	TDP1 cell CPT	N370S GC	FEN1 inhibitor
Cc1ccc(-c2cc(C(=O)O)n(-c3ccc(S(N)(=O)=O)cc3)n2)cc1	0%	12%	-4%
O=C(Nc1cn(-c2ccccc2)nc1-c1ccccc1)c1ccccc1	?	5%	-9%
CC(C)c1nnc(NC(=O)C2CCCN2C(=O)Nc2cccc(Cl)c2)s1 (stereo not drawn)	18%	1%	7%
CC1CCN(S(=O)(=O)c2ccc(NC(=O)CN3CCCC3)cc2)CC1	-4%	-2%	3%
Cc1nc2c(-c3ccc(F)cc3)c(C)nn2c(N2CCOCC2)c1C	?	28%	0%
Cc1nn2c(NC(C)C)c3c(nc2c1-c1ccccc1)CCC3	?	2%	-6%
CN1CCCC2(CCN(C(=O)c3cc(C(F)(F)F)cc(C(F)(F)F)c3)CC2)C1	-4%	-5%	nt
CN(C)CCCN(C(=O)COc1ccccc1)c1nc2ccc(Cl)cc2s1	?	-19%	0%
COc1ccc(N2CCN(C3CCCN(Cc4ccc(F)cc4Cl)C3)CC2)cc1 (stereo not drawn)	?	-13%	3%
Cc1cc(/C=C2/SC(=S)N(c3cccc(Cl)c3)C2=O)c(C)n1-c1cccnc1	2.6µM*	nt	-4%
CCc1ccc2nc(N(CCCN(C)C)C(=O)c3ccc(S(=O)(=O)N(C)C4CCCCC4)cc3)sc2c1	16µM*	?	79µM*
Cc1ccccc1C(=O)NNC(=O)/C=C/c1ccccc1	7%	-16%	-10%
COc1ccc([C@H]2CC(=O)C=C(c3ccccc3-c3ccccc3)C2)cc1	23µM*	nt	-1%
Cc1nn(CC(=O)NC(=O)NC2CCCC(C)C2C)c(=O)c(C#N)c1C (stereo not drawn)	-26%	-6%	-2%
CC(C)CCn1nnnc1CN1CCN(c2ccc(F)cc2)CC1	2%	-9%	-6%
COc1ccc(C(=O)NNC(=O)CN2CCC(n3nnc4cc(C)ccc43)CC2)cc1	?	2%	1%
N#CC1=C(N)NC(SCC(=O)c2ccc(Br)cc2)=C(C#N)C12CCCCC2	?	-9%	-7%
O=C(N/N=C/c1ccccn1)c1ccco1	-9%	2%	9%
CCCN1CCC(NC(=O)Nc2cccc3ccccc23)CC1	-30%	-2%	11%
COc1cccc(N2CCN(C(=O)C3C4C=CC5(CN(Cc6ccccc6Cl)C(=O)C35)O4)CC2)c1 (stereo not drawn)	?	9%	-13%
Cc1c(C(=O)N2CCN(c3ccccc3)CC2)sc2nc3n(c(=O)c12)CCC3	-20%&3%	1%	-2%&5%
CC(=O)c1cccc(NC(=O)C2C3CCC(C3)C2C(=O)O)c1 (stereo not drawn)	-10%	-2%	-4%
COc1cccc(NC(=O)N(CCN(C)C)C(C)c2cccnc2)c1 (stereo not drawn)	3%	-5%	-11%
CCOC(=O)C1(Cc2ccccc2C)CCCN(S(C)(=O)=O)C1 (stereo not drawn)	-19%	-4%	22%
O=C(N/C(=C\c1ccc([N+](=O)[O-])cc1)C(=O)N1CCCCC1)c1ccccc1	?	-3%	-5%
O=C(c1cccnc1NCc1ccccc1)N1CCOCC1	0%	2%	-4%
Cc1nc(N2CCCCC2)c2sc(=S)n(C)c2n1	1%	9%	-1%
Cc1ccc(NCc2ccc([N+](=O)[O-])s2)cc1	-12%	1%	-3%
COc1cc2c(NC3CCN(C)CC3)nc(N3CCCN(C)CC3)nc2cc1OCCCCCN(C)C	11µM*	nt	22µM*
Cc1nc(=O)c(-c2ccccc2)c(C)n1-c1ccc(Br)cc1	-16%	-1%	0%
O=C(C1CCCN(S(=O)(=O)c2cnc[nH]2)C1)N1CCN(c2ccc(Cl)cc2)CC1 (stereo not drawn)	13µM*	2%	13%
CCOc1ccc(N(CC(=O)N2CCCC2)S(=O)(=O)c2c(C)noc2C)cc1	4%	0%	-8%
CCc1ccc(-c2nn(-c3ccccc3)cc2CSC(=N)N)cc1	16µM*	-5%	-9%
O=C(Nc1ccc(Cl)cc1)C1CCN(C(=O)c2ccco2)CC1	1%	1%	-18%
Cc1nn(Cc2c(Cl)cccc2Cl)c(C)c1NC(=O)c1sc2ccccc2c1Cl	18µM*	-9%	9%
COc1cccc(/C(O)=C2/C(=O)C(=O)N(CCCN3CCOCC3)C2c2ccncc2)c1 (stereo not drawn)	6%	1%	-15%

A portion from the list above, as a working copy:
SMILES	TDP1 cell CPT	N370S GC	FEN1 inhibitor
O=C(N/C(=C\c1ccc([N+](=O)[O-])cc1)C(=O)N1CCCCC1)c1ccccc1	?	-3%	-5%
O=C(c1cccnc1NCc1ccccc1)N1CCOCC1	0%	2%	-4%

More results follow.
SMILES	TDP1 cell CPT	N370S GC	FEN1 inhibitor
COc1ccc(C(C)=O)cc1CN1CCCCC1	-2%	-15%	7%
O=C(C1CCN(S(=O)(=O)c2ccc(-n3cnnn3)cc2)CC1)N1CCCCC1	-5%	3%	3%
CN(C)CCCNc1cn[nH]c(=O)c1Cl	-3%	nt	-2%
COc1ccccc1-c1sc2ccccc2c1C#CC1(O)CCCCC1	?	nt	-26%
CCOc1ccccc1N(CC(=O)NCCc1ccc(OC)c(OC)c1)S(=O)(=O)c1ccccc1	?	-2%	-3%

Screens: PubChem BioAssay, National Center for Advancing Translational Sciences (NCATS)
